ARFGAP1 inh – inhibitors of rat ARFGAP1 GAP activity, primary screen, biochemical, fluorescence polarization, GDP tracer | ADP-ribosylation factor GTPase-activating protein 1 (Rattus norvegicus), Q62848 | Arfgap1-stimulated ARF1 GTP hydrolysis, GDP FP detection | inhibition, % at 16.5 µM | 0.26% of 360,000 active;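 active = inhibition above a per-plate limit, mean inhibition of low control wells plus 3 SD, cut at about 25% in these data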;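 note: 0% = DMSO wells with enzyme and 100% = wells lacking Arfgap1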
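Material: truncated rat Arfgap1 GAP domain; Incubation: compound-enzyme preincubation 20 min, reaction 120 min, detection 60 min, 25 °C; Read-out: percent inhibition of Arfgap1-stimulated GTP hydrolysis; Technique: FP, GDP Alexa 633 tracer displaced from anti-GDP antibody, 620/688 nm; Controls: No-Arfgap1 wells (100%) versus DMSO full-reaction wells (0%); Replication: single well per compound.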
PLCg1 inh – PLC-gamma1 enzyme inhibitors, primary screen, biochemical, fluorescence, purified enzyme; 1-phosphatidylinositol 4,5-bisphosphate phosphodiesterase gamma-1 (Homo sapiens), P19174; fluorogenic substrate; inhibition, % at 12.2 µM; 0.84% of 370,000 active; in the data active = inhibition above about 9.5%
HGIII-sPLA2 inh – human group III sPLA2 inhibitors, primary screen, biochemical, QFRET, BODIPY PC-A2 liposome substrate; QFRET BODIPY PC-A2 liposome hydrolysis, fluorescence; inhibition, % at 12.2 µM; 0.56% of 370,000 active; Group 3 secretory phospholipase A2 (Homo sapiens), Q9NZ20; AID 743126, 2013;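 active = inhibition above mean plus 3 SD of compounds lying within the high and low control bounds, cut at about 19% in these data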;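 note: 0% = median of test compound wells and 100% = no enzyme DMSO wells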
Tn7 DDE FP – inhibitors of Tn7 peptide binding to fibrin DD(E), primary screen, biochemical, fluorescence polarization, human fibrin, Tn7 probe | Fibrinogen beta chain (Homo sapiens), P02675 | 0.13% of 370,000 active | inhibition, % at 8.3 µM | FP displacement of FITC-Tn7 peptide from fibrin DD(E); 0% = median of compound wells per plate;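 active = inhibition above the mean of compounds falling within the control limits plus 3 SD of them, cut at about 14% in these data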;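 note: 0% = plate median of compound wells and 100% = 10 µM Aha-Tn7 peptide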
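Assay system: Human clot-derived fibrin DD(E) complex | Buffer or medium: Tris/NaCl/CaCl2 buffer, pH 7.8 | Repeats: One replicate per compound | Benchmarks: Aha-Tn7 high control | Measure: % inhibition scaled between sample-field median and high-control FP | Schedule: 10 min plus 3 h, room temperature | Signal: Fluorescence polarization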
PLC-beta3 inh – human PLC-beta3 inhibitors, primary screen, biochemical, fluorescence; Purified PLC-beta3, fluorogenic substrate; AID 720704, 2013; inhibition, % at 12.2 µM; 0.18% of 370,000 active; 1-phosphatidylinositol 4,5-bisphosphate phosphodiesterase beta-3 (Homo sapiens), Q01970; in the data active = inhibition above about 11%;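 note: 0% = median of compound wells on plate and 100% = full blocker control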
UHRF1 MBD2 ctr – UHRF1 methylated DNA binding inhibitors, primary screen, counter-screen for MBD2 inhibitor project, biochemical, TR-FRET, human UHRF1, single concentration; AID 687016, 2013; 0.75% of 370,000 active; inhibition, % at 4.4 µM; UHRF1 binding to methylated oligo; in the data active = inhibition above about 21%;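 note: UHRF1 SRA domain binding a hemimethylated CpG hairpin DNA probe; 0% = median of test compound wells and 100% = reference inhibitor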
DDE Tn6 FP inh – inhibitors of Tn6 peptide binding to fibrin DD(E), primary screen, biochemical, fluorescence polarization, human fibrin, Tn6 probe; Fibrinogen beta chain (Homo sapiens), P02675; Fibrin DD(E) TRITC-Tn6 fluorescence polarization displacement; inhibition, % at 8.3 µM; 0.21% of 370,000 active;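 active = inhibition above a per-campaign cutoff: mean of compounds within control limits plus 3 SD, cut at about 15% in these data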;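 note: 0% = median of all compound wells on the plate and 100% = blocking peptide control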
Rev-erbA mod – modulators of Rev-erb alpha DNA binding, primary screen, biochemical, FITC-DNA, fluorescence polarization, uHTS | Rev-erbα–FITC-DNA binding, 90 min | AID 1259318, 2017 | activity, % at 10 µM | 0.79% of 370,000 active;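 active = activity above about 14%, limit read from the data; passing the limit was not always enough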;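 note: 0% = DMSO wells with 35 nM protein and 100% = DMSO wells with 750 nM protein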
Target sequence (P20393 whole entry, looked up): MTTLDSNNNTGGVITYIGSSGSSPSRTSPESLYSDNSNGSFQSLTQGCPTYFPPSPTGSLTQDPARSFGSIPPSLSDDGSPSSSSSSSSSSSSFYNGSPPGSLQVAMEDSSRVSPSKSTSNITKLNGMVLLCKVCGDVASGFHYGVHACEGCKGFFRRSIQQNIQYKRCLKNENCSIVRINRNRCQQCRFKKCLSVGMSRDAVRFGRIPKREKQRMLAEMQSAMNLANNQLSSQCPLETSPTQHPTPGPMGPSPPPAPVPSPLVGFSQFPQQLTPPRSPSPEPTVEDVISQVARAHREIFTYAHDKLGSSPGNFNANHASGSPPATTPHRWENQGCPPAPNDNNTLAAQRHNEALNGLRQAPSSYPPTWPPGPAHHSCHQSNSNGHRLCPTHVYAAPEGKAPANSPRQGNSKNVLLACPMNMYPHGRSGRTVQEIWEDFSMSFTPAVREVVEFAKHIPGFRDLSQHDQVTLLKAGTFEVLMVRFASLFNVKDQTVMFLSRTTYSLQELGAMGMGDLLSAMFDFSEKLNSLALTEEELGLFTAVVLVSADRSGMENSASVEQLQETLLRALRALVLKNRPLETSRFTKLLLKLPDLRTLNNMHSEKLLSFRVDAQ
ASAP1 GAP inh – inhibitors of human ASAP1 ArfGAP activity, primary screen, biochemical, fluorescence polarization; ASAP1-stimulated ARF1 GTP hydrolysis, GDP FP detection; Arf-GAP with SH3 domain, ANK repeat and PH domain-containing protein 1 (Homo sapiens), …; 0.19% of 360,000 active; inhibition, % at 16.5 µM; in the data active = inhibition above about 25%;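 note: 0% = vehicle with enzyme and substrate and 100% = no enzyme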
Target sequence (Q9ULH1 325-724 limits assumed): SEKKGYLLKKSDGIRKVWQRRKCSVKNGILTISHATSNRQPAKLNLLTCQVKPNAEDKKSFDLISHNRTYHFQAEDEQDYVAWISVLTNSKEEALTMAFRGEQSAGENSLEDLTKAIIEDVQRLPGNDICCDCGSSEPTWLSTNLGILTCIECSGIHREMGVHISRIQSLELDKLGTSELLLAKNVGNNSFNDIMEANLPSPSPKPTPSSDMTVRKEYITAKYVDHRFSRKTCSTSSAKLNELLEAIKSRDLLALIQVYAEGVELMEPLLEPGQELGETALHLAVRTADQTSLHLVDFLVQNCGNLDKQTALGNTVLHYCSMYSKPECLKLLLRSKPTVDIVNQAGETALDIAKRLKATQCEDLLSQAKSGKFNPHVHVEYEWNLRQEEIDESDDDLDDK
proKLK7 act – proKLK7 zymogen activators, primary screen, biochemical, fluorescence intensity. purified proKLK7, EDANS-DABCYL substrate fluorescence; 100% is mature enzyme control, 0% vehicle. 0.9% of 370,000 active. activation, % at 7 µM;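 active = activation above the mean of all tested compounds plus 3 SD, computed per campaign excluding outliers beyond control limits, cut at about 13% in these data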
* marks the source's active call; other numbers are inactive results; i = inactive; x = not tested or not shown. No enrichment for hits; overall some 4.5% were active at least once.

structure	UHRF1 MBD2 ctr	PLC-beta3 inh	PLCg1 inh	ASAP1 GAP inh	Rev-erbA mod	HGIII-sPLA2 inh	proKLK7 act	Tn7 DDE FP	ARFGAP1 inh	DDE Tn6 FP inh
CCCc1cc(-c2n[nH]c(=S)n2C(C)c2ccccc2)cs1 (centres undefined)	-1	-32	-2	-7	-1	-5	-0.5	7	-11	-7
Cc1cc(CNC(=O)c2ccc3oc(C(C)C)nc3c2)nn1C	-3	-6	-1	2	3	4	-0.1	6	3	2
C(=N\N1CCN(C(c2ccccc2)c2ccccc2)CC1)/c1ccc2c(c1)OCO2	-1	-6	-2	7	-3	2	0.5	-3	-5	2
CN1CCOc2c1cnn(CCO)c2=O	0	-49	-35	-8	-2	1	0.3	-2	4	6
Cc1[nH]c2ccccc2c1/C=C(\C#N)C(=O)NC(C)c1ccccc1 (centres undefined)	-1	-7	-4	3	2	-1	0.1	-4	-2	-3
CCOC(=O)N1CCN(C(=O)c2cc(-c3ccc(OCC)cc3)nc3ccccc23)CC1	3	i	i	6	2	1	-24	-4	6	7
C[C@H]1CN([C@@H](C)CO)C(=O)CCCn2cc(nn2)CO[C@@H]1CN(C)C(=O)Nc1ccc(F)cc1	-1	-1	1	-1	0	9	0.1	2	1	12
CC(=O)C1=C(C)NC(=O)CC1c1ccc(Br)cc1 (centres undefined)	2	-1	5	-2	-2	-1	0.7	2	8	-3

Next section, starting with the last 2 of the part before.
structure	UHRF1 MBD2 ctr	PLC-beta3 inh	PLCg1 inh	ASAP1 GAP inh	Rev-erbA mod	HGIII-sPLA2 inh	proKLK7 act	Tn7 DDE FP	ARFGAP1 inh	DDE Tn6 FP inh
C[C@H]1CN([C@@H](C)CO)C(=O)CCCn2cc(nn2)CO[C@@H]1CN(C)C(=O)Nc1ccc(F)cc1	-1	-1	1	-1	0	9	0.1	2	1	12
CC(=O)C1=C(C)NC(=O)CC1c1ccc(Br)cc1 (centres undefined)	2	-1	5	-2	-2	-1	0.7	2	8	-3
CC(Oc1cccc(Cl)c1)C(=O)Nc1ccc(S(=O)(=O)Nc2ncccn2)cc1 (centres undefined)	-2	-5	-1	-17	-2	-4	0.1	1	-2	-2
CC(=O)NC1=NN(C(C)=O)C(c2ccccc2)S1 (centres undefined)	1	2	2	-1	-1	7	-0.1	-2	16	3
O=C(O)Cn1nnc(-c2ccccc2)c1COc1ccccc1	-1	1	2	5	2	1	-0.1	-2	-4	4
O=C(Nc1ccc(-c2cn3ccccc3n2)cc1)c1ccc(Cl)cc1	-1	-68	-54	-3	0	7	-1.0	-7	5	2
O=C(NCCc1ccc(Cl)cc1)c1ccc(OCC2CCCO2)cc1 (centres undefined)	0	-8	-1	7	0	-2	0.1	-2	6	-10
CCCC1CCC2(CC1)CCC2OC(=S)NCc1cccc(F)c1 (centres undefined)	0	3	0	x	1	-4	x	-1	x	2
C/C=C(/C)C(=O)O[C@@H]1[C@H](OC(C)=O)c2c(ccc3ccc(=O)oc23)OC1(C)C	0	-16	-9	-11	-2	8	1.2	0	-3	2
O=c1c2c(-c3ccco3)csc2nc(SCc2cn3cccnc3n2)n1-c1ccccc1	32*	-95	-79	8	-11	2	-3.1	-5	4	2
CC(=O)c1c(C(C)=O)c(C)n(Cc2ccccc2)c1C	-2	-1	-1	8	-8	0	0.4	-5	-7	3
CCC(=O)N1CCc2cc(S(=O)(=O)CCC(=O)Nc3ccc(C(C)=O)cc3)ccc21	3	-10	1	-3	-2	4	-0.4	1	0	0
[O-][n+]1c2c(c3c4non(O)c4ccc31)CCCC2	-6	-1	-3	-9	0	-72	-0.2	0	-3	-3
CCOC(=O)C1CCN(c2cc(=O)n(Cc3ccc(F)cc3)c(=O)[nH]2)CC1	-1	-1	0	-5	5	-1	-0.6	-9	8	-2
COC(=O)c1cccc(NC(=O)c2cccc(OC)c2)c1	2	4	2	3	-1	-4	-1.1	1	-8	1
CCOC(=O)C1=CCN(S(=O)(=O)c2ccc(Cl)cc2)C1c1ccc(Cl)c(Cl)c1 (centres undefined)	0	0	-2	-10	13	-11	-0.6	-1	-1	-4
O=C(/C=C/c1cccc([N+](=O)[O-])c1)N1CCN(c2ccccn2)CC1	1	-4	0	10	-4	2	-0.6	-10	6	8
O=C(COc1ccccc1)NC(=S)N1CCc2ccccc21	0	1	9	-2	3	12	0.2	-13	-15	-2

Profiles, looked up by structure:
Profile of [O-][n+]1c2c(c3c4non(O)c4ccc31)CCCC2 = UHRF1 MBD2 ctr = -6; PLC-beta3 inh = -1; PLCg1 inh = -3; ASAP1 GAP inh = -9; Rev-erbA mod = 0; HGIII-sPLA2 inh = -72; proKLK7 act = -0.2; Tn7 DDE FP = 0; ARFGAP1 inh = -3; DDE Tn6 FP inh = -3
Profile of Cc1[nH]c2ccccc2c1/C=C(\C#N)C(=O)NC(C)c1ccccc1 (centres undefined) = UHRF1 MBD2 ctr = -1; PLC-beta3 inh = -7; PLCg1 inh = -4; ASAP1 GAP inh = 3; Rev-erbA mod = 2; HGIII-sPLA2 inh = -1; proKLK7 act = 0.1; Tn7 DDE FP = -4; ARFGAP1 inh = -2; DDE Tn6 FP inh = -3
Profile of O=C(/C=C/c1cccc([N+](=O)[O-])c1)N1CCN(c2ccccn2)CC1 = UHRF1 MBD2 ctr = 1; PLC-beta3 inh = -4; PLCg1 inh = 0; ASAP1 GAP inh = 10; Rev-erbA mod = -4; HGIII-sPLA2 inh = 2; proKLK7 act = -0.6; Tn7 DDE FP = -10; ARFGAP1 inh = 6; DDE Tn6 FP inh = 8

Carrying on:
structure	UHRF1 MBD2 ctr	PLC-beta3 inh	PLCg1 inh	ASAP1 GAP inh	Rev-erbA mod	HGIII-sPLA2 inh	proKLK7 act	Tn7 DDE FP	ARFGAP1 inh	DDE Tn6 FP inh
CC(C)OCCCNCc1cccs1	2	0	-1	-2	-2	5	-0.4	7	-18	8
Cc1ccc(CN2C(=O)C[C@@H](NC(=O)OCC3c4ccccc4-c4ccccc43)C/C=C\C2c2ccc(C)cc2)cc1 (some centres undefined)	1	-4	-2	9	5	-8	0.0	4	-22	-4
CCOc1ccc(CN(C)C(=O)CNC(=O)Cc2cccc3ccccc23)cc1	-3	-12	-5	1	-1	-10	-0.6	0	3	0
Cc1ccc(C(C(=O)NC2CCCC2)N(C(=O)c2csnn2)C2CC2)cc1 (centres undefined)	-2	-3	-1	-13	-7	2	-1.6	5	-5	2
CCCCNC(=S)NNC(=O)c1ccco1	-1	4	0	-1	1	12	-0.3	3	19	6
CN1C2=N[C@H](c3ccc(Br)cc3)CC(=O)N2/C(=C\c2ccccc2)[C@@H]1c1ccccc1	-1	-3	-4	x	-1	-17	x	3	x	4
Cc1cc2ccccc2n1CCNC(=O)Cc1ccccc1	-4	-28	-20	6	7	-5	0.4	11	-2	26*
COc1ccc(N2C(=O)CC2(C#N)c2ccc(OCc3ccccc3)cc2)cc1 (centres undefined)	2	-2	0	-5	-4	4	0.4	4	2	1
O=C(CSc1oc(-c2ccco2)nc1S(=O)(=O)c1ccc(Cl)cc1)NCC1CCCO1 (centres undefined)	-5	-28	-13	0	1	-6	-0.2	1	9	-5
C/C(=N\NC(=O)c1ccc(Cn2cc(Br)cn2)o1)c1cccc(NC(=O)C(C)C)c1	-2	1	0	-2	-5	-6	0.2	10	5	6
CC(/C=N/NC(=O)CNc1n[nH]c(=O)[nH]c1=O)c1ccccc1 (centres undefined)	-2	-9	-3	-4	1	-2	-1.3	-4	1	-3
COc1ccc(NC(=O)CN(C)C(=O)c2c(-c3c(F)cccc3Cl)noc2C)cc1	-4	-6	-1	11	2	-2	0.2	-5	4	4
COc1ccc2c(c1)c(C(=O)CN1CCN(Cc3ccccc3)CC1)c(C)n2C	1	-2	-1	1	-1	-3	-0.3	2	-1	-5
C=CCN1[C@H](C#N)[C@@H](c2ccccc2)[C@H]1CO	0	-2	-2	x	2	7	-0.4	1	x	2
CC1(C)Cc2ccccc2-c2nnc(C(F)(F)F)n21	-3	0	4	3	-7	1	-0.1	-1	-6	0
O=C(O)CNc1nc(-c2ccccc2)c2cc([N+](=O)[O-])ccc2n1	-5	-169	-23	-2	-7	5	0.2	4	5	-3
CC(C)(C)C1CCC(=O)N2CCC[C@]2(c2ccccc2)C1 (some centres undefined)	-1	1	3	1	-4	4	-0.3	13	-4	6
Cc1ccc(-n2c(SCC(=O)Nc3ccc4cn[nH]c4c3)nnc2-c2ccco2)cc1	-1	-3	-1	0	2	-26	0.2	-3	10	2
COc1ccc(-n2c(C)n[nH]c2=O)cc1	-1	3	1	5	0	0	0.1	-1	3	2
O=C(CNCc1ccc(Cl)cc1)Nc1cc(S(=O)(=O)N2CCCC2)ccc1Cl	-3	-13	-1	-7	2	2	-0.5	5	18	-2
COC(=O)C1CN(Cc2ccccc2)CCS(=O)(=O)N1Cc1ccc(F)cc1 (centres undefined)	-4	0	-2	x	-3	0	-0.5	-1	x	-7
O=C(Cc1ccccc1)Nc1cccc(N2CCCC2)c1	-8	-43	-34	5	-7	-2	0.2	7	5	0
O=C(CN1CCCCCC1)Nc1ccc(Br)cc1Br	1	1	2	9	3	2	-0.1	2	9	1
COc1ccc2nc(NC(=O)CSc3nnc(N)s3)sc2c1	-2	3	1	11	-15	0	0.1	-4	-12	7
CSc1nsc(SC)c1C(=O)N1CCN(S(=O)(=O)c2ccc(C)cc2)C1C(C)C (centres undefined)	1	6	5	2	-3	1	0.1	2	-8	-7
